# Source: PubChem BioAssay
# DAT uptake mod: changed hDAT dopamine uptake under cocaine IC80, either direction, primary screen, cocaine antagonist project, cell-based, LLC-PK1 hDAT, [14C]-dopamine uptake, MLSMR | Sodium-dependent dopamine transporter (Homo sapiens), Q01959 | LLC-PK1 hDAT cells, [14C]-dopamine uptake with cocaine IC80; actives deviate in either direction | B-score at 10 µM | hit rate 1.3% among 110,000 | AID 449768, 2010;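 active means Z score or B-score, a plate-position-corrected score, falls beyond the plate's 99.7% confidence bounds, in either direction; inactive means both scores lie inside the 99.7% bounds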;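 further: scored against the spread of the other compound wells on the same plate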
# Target sequence (Q01959 whole entry, looked up): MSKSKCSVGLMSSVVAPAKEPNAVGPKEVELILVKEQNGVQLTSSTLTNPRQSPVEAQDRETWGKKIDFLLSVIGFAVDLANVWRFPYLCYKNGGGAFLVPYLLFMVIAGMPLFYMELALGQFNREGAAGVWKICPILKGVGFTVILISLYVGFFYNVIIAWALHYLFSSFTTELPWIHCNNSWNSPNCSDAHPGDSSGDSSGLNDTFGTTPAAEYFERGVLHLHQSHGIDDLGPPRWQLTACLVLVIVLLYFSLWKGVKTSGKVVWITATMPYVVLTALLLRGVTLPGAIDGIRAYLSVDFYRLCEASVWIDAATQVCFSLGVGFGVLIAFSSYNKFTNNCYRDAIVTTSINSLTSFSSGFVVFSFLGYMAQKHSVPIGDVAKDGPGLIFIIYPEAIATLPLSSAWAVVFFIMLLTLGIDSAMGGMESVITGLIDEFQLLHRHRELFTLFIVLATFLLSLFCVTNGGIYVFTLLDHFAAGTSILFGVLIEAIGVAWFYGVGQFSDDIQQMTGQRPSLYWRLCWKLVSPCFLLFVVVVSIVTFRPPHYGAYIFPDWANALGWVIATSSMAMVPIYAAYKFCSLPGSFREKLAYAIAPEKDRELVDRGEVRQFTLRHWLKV
# S1P2 blocker: human S1P2 receptor antagonists, primary screen, cell-based; Sphingosine 1-phosphate receptor 2 (Homo sapiens), O95136; cell-based S1P2 antagonist assay, inhibition at 5 uM; inhibition, % at 5 µM; hit rate 0.21% among 97,000; in the data active means inhibition above about 45%;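 further: CRE beta-lactamase reporter cells expressing human S1P2 stimulated with S1P; 0% = agonist at EC80 alone and 100% = agonist plus reference antagonist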
# Target sequence (O95136 whole entry, looked up): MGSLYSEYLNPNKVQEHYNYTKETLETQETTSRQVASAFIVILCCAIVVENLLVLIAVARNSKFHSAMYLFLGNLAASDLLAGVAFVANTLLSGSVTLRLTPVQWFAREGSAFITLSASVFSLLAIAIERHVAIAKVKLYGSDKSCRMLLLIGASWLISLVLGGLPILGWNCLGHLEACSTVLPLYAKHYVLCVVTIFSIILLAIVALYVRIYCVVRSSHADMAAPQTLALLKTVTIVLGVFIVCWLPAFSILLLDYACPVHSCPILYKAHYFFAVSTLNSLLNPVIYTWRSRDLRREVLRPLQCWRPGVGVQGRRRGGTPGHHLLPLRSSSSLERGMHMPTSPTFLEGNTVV
# CYP2C19 inh: blockers of cytochrome P450 2C19 activity – biochemical, luminescence, ADME assay, primary screen; CYP2C19 Supersomes, luciferin-H EGE luminescence, 30 min; hit rate 21% among 96,000; inhibition, % at 5 µM; P33261;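 active means CYP2C19 inhibition above a set limit at 5 µM in the primary screen, cut at about 50% in these data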;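 further: plate controls were negative control wells for no effect and 2.5 mM tranylcypromine positive control for full effect; values of inactives mirror those of a sister screen read the other way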
# sEH activator: soluble epoxide hydrolase activators, primary screen, biochemical, human sEH | Bifunctional epoxide hydrolase 2 (Homo sapiens), P34913 | purified human sEH enzymatic activity, activator screen | activation, % at 2 µM | hit rate 0.04% among 91,000 | AID 717, 2007; in the data active means activation above about 37%; further: values of inactives mirror those of a sister screen read the other way
# sEH inhibitor: soluble epoxide hydrolase inhibitors, primary screen, biochemical, human sEH; hit rate 0.34% among 91,000; recombinant human sEH enzymatic activity assay; inhibition, % at 2 µM; AID 707, 2007; in the data active means inhibition above about 80%; further: values of inactives mirror those of a sister screen read the other way; many of its hits are not listed in these tables
# PostGolgi yeast: phenotypic screen on post-Golgi transport, primary screen. hit rate 0.9% among 98,000. post-Golgi transport phenotypic cell assay. inhibition, % at 10 µM;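 further: yeast cells grown in 1536-well plates; yeast grown about 18 h at 30C before absorbance read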
# PostGolgi ctrl: growth inhibition of yeast control strain, primary screen, counter-screen for post-Golgi transport modulator project; efflux-deficient yeast background strain, growth absorbance A615, 16 h; inhibition, % at 10 µM; hit rate 5% among 98,000; AID 738, 2007
# S1P2 ag: S1P2 receptor agonists, primary screen, cell-based; Sphingosine 1-phosphate receptor 2 (Homo sapiens), O95136; S1P2-expressing cell line, agonist reporter read-out; activation, % at 4.5 µM; hit rate 0.46% among 97,000; AID 729, 2007; in the data active means activation above about 16%;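 further: 0% = vehicle low control and 100% = maximal reference agonist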
# CYP2C19 act: human CYP2C19 activators, primary screen, biochemical, luminescence | Cytochrome P450 2C19 (Homo sapiens), P33261 | recombinant CYP2C19, luciferin-H EGE luminescence; hits give high values; 0 = fully inhibited enzyme, 1 = untreated enzyme | activation factor at 5 µM | 96,000 tested, under 10 active;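 active means activation factor of at least 2 at 5 µM in the primary screen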;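 further: 0 = wells with 2.5 mM tranylcypromine and 1 = vehicle-only wells; values of inactives mirror those of a sister screen read the other way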
# Numbers without * were called inactive; . = not tested or not shown. Unless noted, no stated cut-off is given here; in the data, active means inhibition above about 30%; inactive means the rest.
mol,DAT uptake mod,S1P2 blocker,CYP2C19 inh,sEH activator,sEH inhibitor,PostGolgi yeast,PostGolgi ctrl,S1P2 ag,CYP2C19 act
O=[N+]([O-])c1ccc(Cl)c(/C=N/N2CCN(Cc3ccc(Cl)cc3)CC2)c1,-0.201,-9.1,19.5,-7.5,9.3,-3.0,12.0,-2.7,0.8
COc1ccc(C(=S)N2CCCCCC2)cc1,-0.557,19.1,.,-0.7,-0.5,.,.,-6.2,.
CCC(CC)NC(=O)c1n[nH]c(=O)c2ccccc12,0.116,18.7,3.9,-4.8,3.5,-2.1,2.6,-8.1,1
CC(=O)Nc1ccc(S(=O)(=O)N2CCC(c3nc4ccccc4[nH]3)CC2)cc1,0.149,1.1,48.2,-25.6,25.7,1.2,-3.0,-8.0,0.5
O=C(Nc1nnc(C(F)(F)F)s1)c1cccnc1,-1.51,-7.0,.,1.3,-2.0,4.0,0.5,-7.8,.
CCOC(=O)C1=C(N)OC2=C(C(=O)CCC2)C1c1ccc(C)s1 (centres undefined),1.22,.,53.3*,.,.,-4.2,0.9,.,0.5
CCN(CCO)C1CC(=O)N(c2ccccc2C)C1=O (centres undefined),0.253,10.8,3.1,2.2,-4.3,-1.6,-0.7,-6.2,1
COc1ccc(C(=O)/C=C/c2ccccc2C(F)(F)F)cc1,-1.59,0.3,14.7,-13.4,16.0,4.1,15.0,-6.2,0.9
COc1cccc(CNC(=O)C2CCN(S(=O)(=O)c3c(C)nn(C)c3C)CC2)c1,-0.0869,2.8,3.9,-23.1,21.8,2.2,25.3,1.4,1
O=C1C2C(c3ccccc3)C=CC(c3ccccc3)C2C(=O)N1C1CCCCC1 (centres undefined),-1.34,-17.3,-18.4,6.4,-5.8,-2.4,3.4,-2.3,1.2
Cc1c(C(=O)O)oc2ccc(S(=O)(=O)N(CC(C)C)CC(C)C)cc12,0.343,.,-5.4,.,.,-3.6,-1.5,.,1.1
CS(=O)(=O)Nc1ccc(Cc2ccc(NS(C)(=O)=O)cc2)cc1,0.515,0.0,26.2,-9.8,11.1,9.0,-2.8,-3.4,0.7
CCn1nccc1C(=O)Nc1ccc(Cl)cc1Cl,-0.309,-20.5,63.4*,-8.3,12.9,8.9,31.7*,-0.3,0.4
CCc1ccc2oc(-c3cccc(N)c3)nc2c1,3.04,-13.6,13.3,-8.7,8.2,-13.0,7.9,-8.8,0.9
O=C(Nc1cccc2cccnc12)c1cccnc1,1.37,-0.9,46.2,-3.5,4.7,-1.5,13.3,-1.0,0.5

# A draw from above in order of number of heavy atoms, rising.
mol,DAT uptake mod,S1P2 blocker,CYP2C19 inh,sEH activator,sEH inhibitor,PostGolgi yeast,PostGolgi ctrl,S1P2 ag,CYP2C19 act
COc1ccc(C(=S)N2CCCCCC2)cc1,-0.557,19.1,.,-0.7,-0.5,.,.,-6.2,.
O=C(Nc1cccc2cccnc12)c1cccnc1,1.37,-0.9,46.2,-3.5,4.7,-1.5,13.3,-1.0,0.5
CCOC(=O)C1=C(N)OC2=C(C(=O)CCC2)C1c1ccc(C)s1 (centres undefined),1.22,.,53.3*,.,.,-4.2,0.9,.,0.5

# Following part.
mol,DAT uptake mod,S1P2 blocker,CYP2C19 inh,sEH activator,sEH inhibitor,PostGolgi yeast,PostGolgi ctrl,S1P2 ag,CYP2C19 act
CCOc1ccc(NS(=O)(=O)c2ccc3[nH]cc(C(=O)NC(C)CC)c(=O)c3c2)cc1 (centres undefined),.,-3.4,.,.,.,8.2,1.6,-8.5,.
CNC(=O)Nc1ccc(Cl)cc1,.,0.1,12.9,-20.1,22.9,3.9,0.8,-7.2,0.9
Cc1[nH]n(-c2ccc([N+](=O)[O-])cc2)c(=O)c1C=NCCN1CCN(C(=O)c2cccc(F)c2)CC1,0.246,-16.3,32.6,-0.3,-4.2,0.2,7.3,-2.9,0.7
CCc1nnc(NC(=O)c2ccc(S(=O)(=O)N(CCOC)CCOC)cc2)s1,1.78,-2.9,1.2,-7.1,9.2,-3.1,-2.8,-4.5,1
Cc1cc2ncn(S(=O)(=O)c3ccc(S(=O)(=O)N4CCOCC4)cc3)c2cc1C,-0.233,-8.2,-1.2,10.2,-15.0,-2.9,12.5,-0.1,1
CC(C)N(C(=O)CSc1nnc(Cn2nnc3ccccc32)n1C)C(C)C,-0.738,-17.5,-12.3,8.9,-11.1,7.3,6.2,-4.6,1.1
O=C(Cc1ccccc1)Nc1ccc(-c2nnc(-c3ccco3)o2)cc1,-0.195,1.1,.,-9.8,8.0,1.1,16.2,-7.4,.
Clc1ccc(-c2nc3nc4ccccc4nc3n2Cc2ccco2)cc1,-0.213,2.2,30.0,1.5,-3.8,2.4,22.8,-2.8,0.7
Cc1scc(C(=O)N/N=C/c2ccco2)c1C,-0.588,-3.7,.,-29.1,27.3,.,.,-4.6,.
Cc1cccc2cc(COC(=O)c3ccccc3)c(=O)[nH]c12,0.581,0.7,22.5,8.7,-9.2,19.8,10.1,-2.1,0.8
CCCCOCCCNC(=O)C1CCCCC1,-0.12,13.4,-1.1,-13.6,13.2,1.2,-2.4,0.0,1
Cc1cccc(N=Cc2cc3c(cc2[N+](=O)[O-])OCO3)c1,0.332,-5.9,-1.6,-7.2,4.9,-3.4,4.2,-3.5,1
CC1(C)CC(=O)c2sc(NC(=O)C3COc4ccccc4O3)nc2C1 (centres undefined),0.167,-18.9,-21.1,-4.2,6.3,-6.2,38.2*,-2.5,1.2
O=C(CCc1nc2ccccc2c(=O)[nH]1)OCC(=O)N1CCN(S(=O)(=O)c2ccccc2)CC1,0.651,0.8,1.9,-0.5,3.7,-5.7,10.1,-7.2,1
Cc1ccc(/C=C/C2=NN(Cc3ccccc3Cl)C(=O)CC2)cc1,-0.147,-16.1,11.7,1.9,-0.9,-0.9,41.4*,-2.3,0.9
O=C(CCCO)c1ccc2c(c1)OCCO2,-0.201,7.0,-8.2,11.6,-10.0,15.3,4.4,1.4,1.1
Cc1ccc(-c2noc(CCC(=O)NCCN3CCOCC3)n2)cc1,-0.197,12.4,24.4,-1.5,4.9,6.7,-0.5,-5.7,0.8
CC1(C)CC(=O)c2c(-c3cccnc3)n[nH]c2C1,0.228,-28.8,13.4,-4.8,3.0,-0.8,1.6,1.2,0.9
CC(=O)Nc1nonc1NC(=O)CSC1=NCCS1,1.02,3.2,10.7,1.5,-1.7,16.8,-12.8,-7.9,0.9
O=[N+]([O-])c1cc(C(F)(F)F)ccc1Sc1ccc2ccccc2n1,-0.346,25.0,-2.1,-1.1,2.8,-3.5,-0.6,-5.0,1
O=C(NCc1ccccn1)c1ccc(CS(=O)(=O)Cc2ccc(Cl)cc2)o1,0.445,11.4,12.9,0.7,-0.9,-8.0,1.0,-3.0,0.9
N#CC1=C(SCC(=O)c2cc3ccccc3oc2=O)NC(=O)C(C#N)C12CCCC2 (centres undefined),2.27,-2.7,52.0*,-9.5,8.6,8.7,7.8,-7.7,0.5
CCCN1C(=O)C(O)(CC(=O)c2cccc(OC)c2)c2ccccc21 (centres undefined),0.621,11.0,87.1*,-0.9,1.3,-9.1,2.4,-4.2,0.1
Cc1ccc(-c2noc(CN3CCN(C(c4ccccc4)c4ccccc4)CC3)n2)cc1,1.03,2.2,0.6,11.1,-9.7,-3.3,5.9,-5.4,1
COc1ccc(CN2CCC(CNC(=O)NC3CCCCC3)CC2)cc1,0.541,5.0,4.2,-21.0,20.6,5.8,-1.9,-7.3,1
O=S(=O)(NCc1cccnc1)c1ccc(Cl)nc1,0.0299,-11.4,13.3,0.3,0.3,-21.1,7.0,-2.1,0.9
CC1(C)C(O)=C(c2nc3ccccc3[nH]2)C(=N)N1c1ccccc1,0.279,3.0,29.7,.,.,0.4,11.1,-3.4,0.7
O=C(Nc1ccon1)c1cc(-c2ccccc2)nc2ccccc12,.,-14.5,.,-8.6,8.9,5.1,12.1,-4.4,.
COCCCNC(=O)c1ccc(N(C)S(C)(=O)=O)cc1,-1.49,8.2,-17.9,3.2,-0.8,7.4,1.7,-2.6,1.2
CCOc1ccc(C(=O)Nc2cccc(C)n2)cc1,1.78,.,30.9,.,.,-0.5,6.5,.,0.7
Cc1ccc(Cn2c(CN3CC(C)OC(C)C3)nc3c2c(=O)n(C)c(=O)n3C)cc1 (centres undefined),0.93,-5.6,19.4,4.4,-0.7,1.6,9.9,-5.1,0.8
N#Cc1c(SCc2cccc(Cl)c2)sc(C(=O)c2ccccc2)c1N,-0.119,-26.8,80.8*,1.1,-3.2,-1.4,12.3,-6.7,0.2
COc1ccc(OC)c(C2=NOC(C(=O)NCCN3CCOCC3)C2)c1 (centres undefined),0.271,-8.4,17.3,5.9,-4.5,-1.6,15.3,-2.7,0.8
NC1=NC(c2ccccc2Cl)n2c(nc3ccccc32)N1 (centres undefined),0.777,7.4,-2.7,.,.,3.5,29.7,-2.4,1
CCCSc1ncc(Cl)c(C(=O)Nc2ccc(S(=O)(=O)N3CC(C)OC(C)C3)cc2)n1 (centres undefined),-0.347,2.1,53.8*,-5.8,5.5,38.5*,20.6,-3.4,0.5
CC(C)OC(=O)CSc1nnc(-c2ccccc2)n1N,-1.27,-7.0,60.5*,1.6,-1.8,0.0,8.0,-3.5,0.4
Cc1cccc(OCC(=O)NNc2c3ccccc3nc3ccccc23)c1,-1.53,12.8,4.8,7.6,-9.5,0.5,0.9,-1.6,1
O=C(NC1c2ccccc2-c2ccccc21)N1CCCCC1,-0.0651,-4.9,26.8,-6.3,5.1,-7.0,12.4,-5.6,0.7
CC(C)CN(C(=O)CSc1nnc2c(Cl)cc(C(F)(F)F)cn12)C1CCS(=O)(=O)C1 (centres undefined),-1.25,8.5,5.3,-5.3,5.9,11.1,3.2,-6.2,0.9
Cc1ccc2nc(SCC(=O)Nc3ccc4c(c3)OCCO4)[nH]c2c1,-0.0539,-11.7,32.3,3.1,-0.7,4.7,12.3,-2.6,0.7
CCCCCCNS(=O)(=O)c1ccc(Cl)s1,-0.769,-20.2,98.2*,3.4,-7.0,-20.2,26.8,-0.1,0
CCn1c(SCc2ccc(C(=O)Nc3cc(C)cc(C)c3)cc2)nnc1-c1ccncc1,2.41,26.9,44.0,-15.6,17.1,15.0,-4.3,-11.5,0.6
CCSc1cc(N2CCCC2)nc(-c2ccccc2)n1,0.202,-6.9,-0.1,-10.1,11.9,12.0,12.9,-0.9,1
CCOC(=O)N1CCN(c2ccccc2O)CC1,-0.312,-9.2,36.1,-0.5,2.4,8.2,13.2,-3.3,0.6
S=C(c1ccccc1)N(c1ccccc1)c1ccccc1,-0.924,0.3,93.9*,-11.4,13.1,0.5,7.9,-6.9,0.1
COc1cccc(C2=CC(c3cccs3)n3nnnc3N2)c1 (centres undefined),-0.0105,-47.6,38.1,14.5,-12.9,-6.4,10.0,-0.6,0.6
CCOc1ccccc1C1C(C(=O)OC)=C(N)OC2=C1C(=O)CCC2 (centres undefined),-0.589,.,93.4*,.,.,-3.2,7.5,.,0.1
